Source: PubChem
RAD54 branch: blocks human RAD54 Holliday junction branch migration; FAM/BHQ fluorescence; Q92698; AID 602329; inhibition, % at 10.4 µM; hit rate 0.14% among 360,000;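 active = mean normalized replicate activity at least 40 and at least half of replicates scoring 40 or more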;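 also: 0% = median of neutral control wells and 100% = median of positive control wells; inhibitors cause a drop in the FAM fluorescence signal; in these data hits start at about 50%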
GSIS activator: primary screen for activators of insulin secretion dependent on glucose, INS-1E cells, GLuc reporter luminescence; INS-1E GLuc reporter insulin secretion, 2-3 h; activation, % at 16.6 µM; hit rate 0.61% among 370,000; AID 743287;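 active = lowest replicate activation of at least 40%, so every replicate reaches that level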;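 also: 0% = median of neutral control wells and 100% = median of IBMX positive control wells; some compounds called inactive have numbers as strong as hits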
An asterisk follows results filed as active; nt = no result given.

SMILES	RAD54 branch	GSIS activator
CCOc1ccc(C(=O)OCCN(CC)CC)cc1	-3.6	nt
CCN(CC)CCOC(=O)C1(c2ccccc2)CCCC1	5.9	nt
O=S(=O)(c1cccc2cnccc12)N1CCCNCC1	-12.8	nt
CN1CCN(CCC(=O)N2c3ccccc3Sc3ccc(C(F)(F)F)cc32)CC1	17.5	nt
CCOc1ccc(NC(=O)Cn2cc(C(=O)c3ccco3)c3ccccc32)cc1	2.0	-33.5

Structures listed so far containing sulfur:
SMILES	RAD54 branch	GSIS activator
O=S(=O)(c1cccc2cnccc12)N1CCCNCC1	-12.8	nt
CN1CCN(CCC(=O)N2c3ccccc3Sc3ccc(C(F)(F)F)cc32)CC1	17.5	nt

Looked up one by one from above (two):
SMILES	RAD54 branch	GSIS activator
CCOc1ccc(NC(=O)Cn2cc(C(=O)c3ccco3)c3ccccc32)cc1	2.0	-33.5
O=S(=O)(c1cccc2cnccc12)N1CCCNCC1	-12.8	nt

This is a subset; rates above refer to the full screens.
